Screening data deposited in PubChem by several laboratories.
Rpn11 inh: Rpn11 (human) deubiquitinase inhibition; O00487; human 26S proteasome, Ub4-pepOG fluorescence polarization; 20S core pre-blocked with epoxomicin; calls only at 20 µM; 360,000 compounds, 0.59% hits;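 active = inhibition at 20 µM, scaled to each plate's controls, above about 33%, limit read from the data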
CSN inh: CSN deneddylation inhibition. Q92905. Purified CSN, SCF-Nedd8-OG deneddylation, fluorescence polarization. inhibition, % at 12.5 µM. 360,000 compounds, 0.38% hits. AID 651999;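 active = pattern-corrected inhibition above about 35%, with an unprinted fluorescence ratio check between 0.5 and 1.5, limit read from the data, passing the limit was not always enough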;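 note: 0% = enzyme with substrate and 100% = substrate without enzyme; some results filed as inactive read as strong as hits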
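Material: human Csn5 produced in HEK293T cells; Input: enzyme 0.24 nM; Reagent: SCFSkp2-Nedd8OG substrate at 10 nM final; Dosing: 12.5 µM compound; Incubation: 90 min reaction at room temperature; Detection: fluorescence polarization of the substrate; Evaluation: % inhibition of substrate cleavage by Csn5; Control set: substrate-only high control, full reaction low control.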
Scp1 inh: Scp-1 (human) phosphatase inhibition. Q9GZU7. Recombinant Scp1, phosphopeptide, malachite green phosphate absorbance. inhibition, % at 20 µM. 340,000 compounds, 0.88% hits;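 active = inhibition above about 50% at 20 µM, limit read from the data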;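 note: plate controls were DMSO wells with enzyme for no effect and wells lacking enzyme for full effect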
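Incubation: 45 min enzyme reaction at room temperature / System: truncated SCP-1 phosphatase (76-261aa) / Reagent: Phospho 17-mer peptide substrate / Buffer or medium: Acidic Tris acetate buffer with magnesium and detergent / Signal: absorbance at 630 nm / Doses: one concentration, 20 µM, with 1.0% DMSO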
TbMetRS inhib: Trypanosoma brucei MetRS inhibition. purified T. brucei MetRS, ATP depletion, Kinase-Glo luminescence. inhibition, % at 11.9 µM. 360,000 compounds, 0.4% hits;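 active = inhibition above a per-plate cutoff of the control wells' mean inhibition plus 3 SD, cut at about 5.5% in these data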;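 note: 0% = DMSO wells median and 100% = median of wells with control inhibitor compound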
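assay system = parasite MetRS enzyme | timing = 15 min preincubation, 2 h reaction, all 25 °C | evaluation = percent inhibition relative to median high and low control wells | medium = HEPES buffer containing pyrophosphatase, BSA, spermine, DTT | compound = single dose, 11.9 µM final nominal, 0.9% final DMSO | detection = Kinase-Glo luminescence, ATP depletion format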
SUMO1-SIM PPI: modulators of human SUMO1-mediated protein-protein interactions | P63165 | SUMO1 binding to a labelled peptide, TR-FRET, 1 h | inhibition, % at 20 µM | 360,000 compounds, 0.33% hits; in the data active = inhibition above about 37%
Target sequence (P63165 whole entry, looked up): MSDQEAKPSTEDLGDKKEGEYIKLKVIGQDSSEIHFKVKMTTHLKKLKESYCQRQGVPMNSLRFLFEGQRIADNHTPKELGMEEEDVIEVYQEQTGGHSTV
NadD inh: NadD (S. aureus) enzyme inhibition | purified NadD enzyme, colorimetric absorbance read-out | inhibition, % at 20 µM | 360,000 compounds, 0.78% hits; in the data active = inhibition above about 26%; note: some compounds past the cut are filed as inactive
DNMT1 inh: inhibitors of human DNMT1 | inhibition (reported as % activation of signal), % at 10 µM | AID 588458 | DNMT1 molecular beacon, Hinp1I cleavage, fluorescence | 360,000 compounds, 0.83% hits; in the data active = inhibition above about 50%
MLLE-PAM2 inh: inhibitors of microRNA-mediated deadenylation, human PABP1 MLLE binding | P11940 | GST-MLLE / FITC-PAM2 fluorescence polarization | inhibition, % at 20 µM | AID 588489 | 360,000 compounds, 0.36% hits; in the data active = inhibition above about 35%, passing the limit was not always enough;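 note: plate controls were DMSO wells with GST-MLLE for no effect and wells lacking GST-MLLE protein for full effect; some results filed as inactive read as strong as hits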
STEP inh: inhibitors of human striatal-enriched phosphatase STEP; recombinant STEP, OMFP fluorogenic substrate, fluorescence; inhibition, % at 20 µM; 360,000 compounds, 0.25% hits; AID 588621;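 active = inhibition at 20 µM, scaled per plate between control wells, above about 37%, limit read from the data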;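 note: 0% = DMSO with enzyme and substrate and 100% = substrate only without enzyme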
Target sequence (P54829 whole entry, looked up): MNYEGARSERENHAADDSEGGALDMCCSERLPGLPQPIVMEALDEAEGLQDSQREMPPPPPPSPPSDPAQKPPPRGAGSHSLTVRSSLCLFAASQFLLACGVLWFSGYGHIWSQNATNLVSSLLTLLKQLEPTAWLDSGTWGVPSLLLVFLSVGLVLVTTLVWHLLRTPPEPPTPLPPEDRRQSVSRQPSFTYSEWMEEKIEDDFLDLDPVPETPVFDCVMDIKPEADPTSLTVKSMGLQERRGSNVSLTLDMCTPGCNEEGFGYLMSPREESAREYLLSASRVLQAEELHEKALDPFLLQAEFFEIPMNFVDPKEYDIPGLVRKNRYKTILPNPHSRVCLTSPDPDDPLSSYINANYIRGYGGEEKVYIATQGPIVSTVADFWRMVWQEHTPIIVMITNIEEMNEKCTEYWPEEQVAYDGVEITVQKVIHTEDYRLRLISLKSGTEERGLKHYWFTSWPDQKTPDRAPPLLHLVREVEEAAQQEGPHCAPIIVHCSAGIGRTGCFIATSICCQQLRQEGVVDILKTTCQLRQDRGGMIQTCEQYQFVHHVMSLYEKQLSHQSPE
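Test system: STEP tyrosine phosphatase / Reagent: OMFP at 25 µM / Doses: 20 µM, 1% DMSO / Read-out: percent inhibition scaled to no-enzyme and uninhibited-enzyme controls, plate-pattern corrected / Detection: FITC-channel fluorescence of OMFP product / Medium: Bis-Tris buffer pH 6.0, 2.5 mM DTT, 0.005% Tween 20 / Schedule: 20 min at room temperature, dark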
LMPTP inh: blocks human LMPTP phosphatase. recombinant LMPTP-A, OMFP fluorogenic substrate, fluorescence intensity. inhibition, % at 20 µM. 360,000 compounds, 0.22% hits;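 active = compounds that cut the enzyme signal by at least half of the control window in the single-dose screen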;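 note: plate controls were DMSO wells with enzyme plus substrate for no effect and substrate without enzyme for full effect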
Target sequence (P24666 whole entry, looked up): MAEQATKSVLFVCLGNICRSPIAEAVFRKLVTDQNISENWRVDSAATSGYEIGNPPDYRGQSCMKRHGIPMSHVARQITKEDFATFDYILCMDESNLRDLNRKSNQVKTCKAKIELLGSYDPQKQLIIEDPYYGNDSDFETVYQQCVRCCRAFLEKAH
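material = LMPTP-A | quantity = 0.625 nM enzyme | reagent = OMFP substrate, 400 µM final | buffer or medium = Bis-Tris pH 6.0, DTT, detergent | detection = endpoint fluorescence intensity from OMFP dephosphorylation | dosing = single 20 µM dose | read-out basis = % inhibition relative to no-enzyme and uninhibited control wells | control set = no-enzyme and uninhibited controls | timing = 50 min at room temperature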
Numbers without * were called inactive; i = inactive; . = not tested or not shown; + = active, no number. Hits appear at their usual frequency, and some 3.6% of all compounds hit somewhere here.

A first look (2 entries):
Results follow in this order: STEP inh	Scp1 inh	MLLE-PAM2 inh	DNMT1 inh	SUMO1-SIM PPI	Rpn11 inh	NadD inh	TbMetRS inhib	CSN inh	LMPTP inh
CS(=O)(=O)c1cccc(C(=O)Nc2nnc(C3=COCCO3)o2)c1
  1	-1	41*	1	2	i	-2	-0.4	0	-1.9
O=C(NCCCn1ccnc1)c1cn(Cc2ccc(F)cc2)nn1
  -9	0	8	5	-1	i	0	-0.5	-2	0.2

The list itself, repeating the preview:
Results follow in this order: STEP inh	Scp1 inh	MLLE-PAM2 inh	DNMT1 inh	SUMO1-SIM PPI	Rpn11 inh	NadD inh	TbMetRS inhib	CSN inh	LMPTP inh
CS(=O)(=O)c1cccc(C(=O)Nc2nnc(C3=COCCO3)o2)c1
  1	-1	41*	1	2	i	-2	-0.4	0	-1.9
O=C(NCCCn1ccnc1)c1cn(Cc2ccc(F)cc2)nn1
  -9	0	8	5	-1	i	0	-0.5	-2	0.2
O=c1[nH]c2ccccc2n1C1CCCCC1
  -1	-1	-14	5	2	i	1	-0.6	-3	2.7
CCCSc1nc2c(c(=O)[nH]c(=O)n2C)n1CC(O)COc1ccccc1 (stereo not drawn)
  0	-9	25	-1	5	i	-1	0.4	-2	-1.2
C=CCSC1=N/C(=C\c2cc(OC)c3c(c2)OCO3)C(=O)S1
  -2	-6	-15	74*	3	i	5	-0.5	4	10
OCCNc1ncnc2c1ncn2[C@H]1CN(Cc2ccc(Cl)cc2)C[C@@H](CO)O1
  -3	.	7	-2	1	i	2	0.0	5	-1.3
Cc1cc(N)nc(=O)n1C1CC(O)C(CO)O1 (stereo not drawn)
  1	0	3	-4	0	i	6	-0.3	-5	-0.1
Cc1ccccc1NC(=O)CCNS(=O)(=O)c1ccc2c(c1)CCC(=O)N2
  -1	-9	-2	1	3	i	-5	0.0	1	-0.6
CC(Sc1nnc(-c2cccnc2)n1N)C(=O)NCCC1=CCCCC1 (stereo not drawn)
  0	1	-14	1	4	i	5	-0.5	1	2.2
CCCCOc1cccc(C(=O)Nc2ccc(N3CCN(CC)CC3)cc2)c1
  -6	-5	5	-1	2	i	-6	0.6	-2	0.1
COc1cc2nc(CN3CCN(S(=O)(=O)c4c(F)cccc4F)CC3)[nH]c(=O)c2cc1OC
  4	1	-1	-3	-1	i	1	-0.4	-4	-0.1
COc1ccc(CCNC(=O)CCc2ccc(S(=O)(=O)NC(C)C)cc2)cc1
  -1	-6	-4	2	1	i	1	0.2	-5	-2.7
Cc1ccc(S(=O)(=O)N2CCN(C(=S)NCc3ccc4c(c3)OCO4)CC2)cc1
  1	-20	-113	-1	-2	i	-15	0.2	-2	1.1
COc1ccc(C)c(Cn2c(-c3nonc3N)nc3ccccc32)c1
  -1	-8	-1	-4	0	i	-5	-0.4	5	1.2
COc1c(F)c(F)c(C(=O)O)c(Nc2ccc(C)cc2)c1F
  -3	-10	7	1	0	i	-9	-0.4	-3	-1.7
O=C(Cn1cc(S(=O)(=O)N2CCCC2)c(S(=O)(=O)N2CCCC2)c1)NCc1ccco1
  4	5	-17	6	3	i	-2	-0.3	2	-2.8
O=C(O/N=C1/CCSc2ccccc21)c1ccc(F)cc1
  -1	-9	-6	-2	4	i	-1	-1.1	0	2.0
O=C(O)C1Cc2ccccc2CN1S(=O)(=O)/C=C/c1ccccc1 (stereo not drawn)
  1	-4	7	-8	-2	i	4	-0.3	-2	0.3
CCCOc1ccc(-c2nc(C#N)c(N3CCC(C(N)=O)CC3)o2)cc1
  6	-11	-8	0	-1	i	-4	-0.2	1	1.2
C/C(CC(=O)Nc1ccc(N(C)C)cc1)=N\NC(=O)c1ccncc1
  1	-10	16	-3	0	i	0	0.5	-4	-0.2

(cont.)
Results follow in this order: STEP inh	Scp1 inh	MLLE-PAM2 inh	DNMT1 inh	SUMO1-SIM PPI	Rpn11 inh	NadD inh	TbMetRS inhib	CSN inh	LMPTP inh
COc1ccccc1-c1cc2nc(C)c(CCC(=O)NC(C)CCc3ccco3)c(C)n2n1 (stereo not drawn)
  1	-16	-10	-7	7	i	2	-0.4	2	0.8
COc1ccc(Nc2nc3ccccc3n2C)cc1
  0	0	19	-1	7	i	-7	-0.7	3	1.8
Cn1c(SCc2ccccc2F)nc2ccccc2c1=O
  2	-14	-1	-2	-10	i	-3	-0.4	4	2.6
O=C(Nc1ccc(S(=O)(=O)N2CCOCC2)cc1)c1ccc(S(=O)(=O)N2CCOCC2)cc1
  -2	-8	-9	1	1	i	-5	-1.4	1	-0.5
O=C(NCc1ccccc1)C(c1cccnc1)N(C(=O)c1ccccn1)c1ccccc1F (stereo not drawn)
  -1	1	5	0	-4	i	4	-0.4	-4	-0.5
CCc1c(C(=O)N2CCOCC2)csc1C
  -5	-6	-16	-5	-2	i	-2	-0.1	3	-1.5
Cc1nn(-c2ccccc2Cl)c(Cl)c1/C=N/Nc1nc2ccccc2s1
  -4	3	-23	25	2	i	21	0.0	-3	1.9
O=C(COc1ccccc1)NCC(c1ccco1)N1CCN(c2ccccc2F)CC1 (stereo not drawn)
  3	-2	1	0	1	i	-5	-0.6	3	0.7
CC1=CC(=C2C(=O)c3ccccc3C2=O)C=C(C)N1Cc1ccco1
  3	1	-9	-2	-9	i	5	-0.7	6	1.4
C=CCNC(=O)/C(C#N)=C/c1cn(-c2ccccc2)nc1-c1cccs1
  6	-8	-3	1	-4	i	-4	-1.2	5	0.3
Clc1ccc(C2=CC(c3ccco3)n3ncnc3N2)cc1 (stereo not drawn)
  -12	-10	160	23	-18	i	11	0.0	-48	5.2
CSCCC(NC(=O)c1ccccc1Br)C(=O)NNC(=O)c1csc(N2CCOCC2)n1 (stereo not drawn)
  0	-9	-5	-3	1	i	-3	-0.3	1	-0.4
CN(C)S(=O)(=O)c1ccc(Cl)c(C(=O)NNC(=O)c2ccc3c(c2)OCO3)c1
  -2	1	0	8	7	i	1	-0.3	-8	0.2
CC(C)[C@@H](CO)NC(=O)[C@H]1O[C@@H](n2cnc3c(N)ncnc32)[C@H](O)[C@@H]1O
  0	.	16	4	4	i	-3	-1.1	-1	-3.1
CCC(=O)Nc1ccc(C(=O)c2ccccc2)cc1
  2	-9	8	-4	1	i	-2	0.1	-1	-1.0
Nc1ccc2c(c1)COC2=O
  -2	-3	-2	-1	-1	i	-7	-0.1	-3	-1.4
Cc1cccc(C)c1NC(=O)NN(C(=O)c1ccccc1)C(C)(C)C
  2	0	12	5	5	i	-2	-0.5	4	-1.9
Cc1cc(/C=C2\Cc3ccccc3C2=O)c(C)n1-c1ccccc1
  6	-2	-69	4	-12	+	17	-0.9	21	2.2
Cc1ccc(OCC(=O)Nc2c[nH]c(=O)[nH]c2=O)cc1C
  -5	-2	-6	6	-3	i	-1	-1.1	-13	-0.8
COc1cc(Cl)c(C)cc1NC(=O)c1ccccc1NC(=O)CN1CCOCC1
  1	4	-5	5	-3	i	0	-0.6	2	4.5

Continued:
Results follow in this order: STEP inh	Scp1 inh	MLLE-PAM2 inh	DNMT1 inh	SUMO1-SIM PPI	Rpn11 inh	NadD inh	TbMetRS inhib	CSN inh	LMPTP inh
CC(C)(C)NC(=O)C(c1ccco1)N(Cc1ccc(F)cc1)C(=O)c1snc(C(N)=O)c1N (stereo not drawn)
  -6	0	0	-3	-6	i	-2	-0.1	-5	-0.6
CN(CC(=O)Nc1cccc(F)c1)CC(=O)Nc1cccc(S(N)(=O)=O)c1
  -3	-8	5	-3	1	i	0	-0.3	3	-1.9
C=CCOc1c(Br)cc(/C=N/Nc2ccc(C(=O)O)cc2)cc1OCC
  0	12	3	4	10	i	5	4.3	-5	3.2
NC(=O)c1ccc[n+](CC(=O)OCCC23CC4CC(CC(C4)C2)C3)c1
  1	-7	-6	3	-6	i	-10	0.0	0	0.2
O=C(CN(Cc1ccccc1Cl)C(=O)c1csnn1)NCCc1ccccc1
  19	0	29	2	5	i	4	-0.1	-4	-1.1
CCC1(CC)C(=O)NN(c2ccccc2)C1=O
  -1	-2	1	2	4	i	1	0.2	-2	-3.0
COc1ccccc1-c1nn2c(-c3ccco3)nnc2s1
  0	51*	3	17	7	i	6	-0.1	5	6.6
COCCOC(=O)C1=C(C)NC(=O)NC1c1ccc(-c2cc(Cl)ccc2Cl)o1 (stereo not drawn)
  2	-6	-19	1	3	+	-3	-0.8	-3	3.1
Nc1ccccc1NC(=O)CCn1c(=S)[nH]c2ccccc2c1=O
  2	2	-108	9	3	i	-3	-0.8	4	-0.7
COc1cccc(CNC(=O)c2ccc(NC3=NC4CS(=O)(=O)CC4S3)cc2)c1 (stereo not drawn)
  -2	-9	-100	2	0	i	0	-0.4	-3	-1.4
O=C(CNC(=O)N1CC(=O)Nc2ccccc21)Nc1ccc(Br)cc1F
  -2	.	7	-4	-2	i	-8	-0.1	6	-1.9
COc1cccc(OC)c1NC(=O)Cc1nn(C)c(=O)c2ccccc12
  0	1	-4	3	-2	i	-3	0.0	-1	-1.2
